ERG-DNA inh – inhibitors of human ERG Ets domain-DNA interaction; AID 624246; Potency, µM (series often up to 76.9 µM), for inactives: top-dose FP activity, negative = inhibition, actives largely listed as inhibitors; fluorescence polarization, His-ERG Ets domain / labelled DNA; P11308; 370,000 compounds, 0.028% hits; active = well fitted inhibition curve with a large enough effect in the polarisation, with a control signal flat; inconclusive = small, poorly fitted or top-dose-only effect, or effect the other way, or a change in a side signal; inactive = no such curve, though single readings can be large or run the other way; the % refers to the polarisation;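 also: polarization taken with two DNA probes labelled with fluorescein and Texas red; potency is read from the fitted curve at half-maximal effect; % of control where 0% means no effect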
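His-tagged ERG Ets domain (1 uM in the protein solution; 300mM KCl, 50mM Tris-HCl, 1mM EDTA, 1mM DTT, pH 7.5) received compound, then a probe mix of 5 nM fluorescein-DNA and 100nM Texas-615-DNA. Fluorescence polarization was read for both dyes.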
POLK inh – blocks human DNA polymerase kappa activity. purified Pol kappa, fluorescent DNA synthesis assay, 10 min. 400,000 compounds, 0.53% hits. Potency, µM (highest dose often 107 µM), inactives show at the top dose activity, negative = inhibition, hits mostly inhibitors. Q9UBT6; also: potency is read from the fitted curve at half-maximal effect; % is scaled to controls: 0 for no effect and ±100 for the full control effect
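Here, compound and 10 nM enzyme are combined for 15 min at room temperature; adding 50 nM substrate (final) starts DNA synthesis, tracked by fluorescence at 0 and 10 min against buffer-only wells.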
APE1 inh – APE1 (human) endonuclease inhibition. recombinant APE1, TAMRA/BHQ-2 abasic DNA cleavage fluorescence. Potency, µM (doses to about 65.8 µM), for inactives: at the highest dose activity change, negative = inhibition, usual class: inhibitors. 350,000 compounds, 0.35% hits. AID 2517;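 also: potency is read from the fitted curve at half-maximal effect; plate controls were vehicle for no effect and reference inhibitor for full effect; nearly all actives have a fitted effect of over 55% in size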
Target sequence (P27695 whole entry, looked up): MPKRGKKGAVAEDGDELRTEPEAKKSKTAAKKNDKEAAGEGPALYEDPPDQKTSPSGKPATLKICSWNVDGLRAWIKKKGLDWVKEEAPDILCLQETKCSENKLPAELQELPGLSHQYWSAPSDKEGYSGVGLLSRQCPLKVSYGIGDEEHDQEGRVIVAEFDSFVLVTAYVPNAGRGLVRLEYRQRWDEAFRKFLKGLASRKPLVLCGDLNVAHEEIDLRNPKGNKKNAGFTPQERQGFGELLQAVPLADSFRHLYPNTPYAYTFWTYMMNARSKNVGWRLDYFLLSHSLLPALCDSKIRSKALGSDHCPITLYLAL
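Compound pre-exposure to 0.75 nM APE1, 15 min at ambient temperature. Reaction initiated with 50 nM TAMRA/BHQ-2 THF substrate, read immediately in kinetic mode, 525 nm excitation, 598 nm emission.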
TRHR ag – agonists of human TRH receptor; AID 493084; 360,000 compounds, 0.18% hits; TRHR cells, calcium flux fluo-8, FDSS agonist mode; activation, % at 2 µM; in the data active = activation above about 30%; also: 0% is about no effect
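Steps: seed TRHR cells overnight; add fluo-8 no-wash Ca dye, RT 30 min–1.5 h; record 10 s baseline; pin-transfer compounds; monitor fluorescence 1 cycle/s for the agonist window. Calcium increases flag candidate agonists.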
12-LOX inh – blocks human arachidonate 12S-lipoxygenase; P18054; purified 12hLO, xylenol orange hydroperoxide absorbance; Potency, µM (series often up to 108 µM), inactives show top-dose activity change, negative = inhibition, actives largely listed as inhibitors; 580,000 compounds, 1.1% hits; AID 1671190; also: potency is read from the fitted curve at half-maximal effect; % is scaled to controls: 0 for no effect and ±100 for the full control effect
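Purified human 12hLO at 150 nM in 25 mM Hepes, 0.01% Triton X-100, pH 7.0, preincubated 15 min at room temperature with compound. Reaction started with 40 uM arachidonic acid, 30 min at room temperature. Hydroperoxide measured by Fe-xylenol orange, 573/405 nm absorbance ratio.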
POLI inh – inhibitors of human DNA polymerase iota. Pol iota fluorescent replication assay, 10 min. Potency, µM (highest dose often 115 µM), without a hit: at the highest dose activity, negative = inhibition, hits mostly inhibitors. 390,000 compounds, 1% hits. AID 588590; also: potency is read from the fitted curve at half-maximal effect
Target sequence (Q9UNA4 whole entry, looked up): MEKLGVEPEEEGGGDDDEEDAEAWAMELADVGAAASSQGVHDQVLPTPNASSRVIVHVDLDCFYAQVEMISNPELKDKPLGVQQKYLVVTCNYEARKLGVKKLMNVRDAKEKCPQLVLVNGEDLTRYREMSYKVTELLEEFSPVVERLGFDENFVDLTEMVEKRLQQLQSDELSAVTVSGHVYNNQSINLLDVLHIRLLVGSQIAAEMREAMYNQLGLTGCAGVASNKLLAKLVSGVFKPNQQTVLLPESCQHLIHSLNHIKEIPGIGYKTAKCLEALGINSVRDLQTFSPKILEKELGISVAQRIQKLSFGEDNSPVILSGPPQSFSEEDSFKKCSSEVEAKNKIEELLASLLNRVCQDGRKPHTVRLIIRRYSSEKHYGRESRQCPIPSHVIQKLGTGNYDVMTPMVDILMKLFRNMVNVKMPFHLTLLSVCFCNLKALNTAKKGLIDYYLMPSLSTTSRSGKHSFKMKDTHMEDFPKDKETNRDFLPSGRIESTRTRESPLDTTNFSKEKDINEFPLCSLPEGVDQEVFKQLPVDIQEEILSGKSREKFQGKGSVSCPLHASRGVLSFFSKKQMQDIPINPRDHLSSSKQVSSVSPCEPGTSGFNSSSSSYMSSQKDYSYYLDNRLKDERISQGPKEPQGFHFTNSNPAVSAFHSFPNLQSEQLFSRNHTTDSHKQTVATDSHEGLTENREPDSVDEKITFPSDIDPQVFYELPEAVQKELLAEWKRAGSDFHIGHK
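Pol iota at 10 nM preincubated 15 min with compounds at room temperature; reaction started with fluorescent substrate, 50 nM final. Fluorescence read kinetically at 0 and 10 min; buffer-only wells as negative control.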
POLB inh – blocks human DNA polymerase beta activity; P06746; Pol beta primer extension/strand displacement, fluorescence kinetic; Potency, µM (titrated, usually from 114 µM), inactives show top-dose activity change, negative = inhibition, actives largely listed as inhibitors; 340,000 compounds, 1.3% hits; AID 485314; also: potency is read from the fitted curve at half-maximal effect; % is scaled to controls: 0 for no effect and ±100 for the full control effect
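Preincubation: enzyme (10 nM) with compound, 15 min, RT. Reaction: substrate added to 50 nM final. Reads: 0 and 10 min. Analysis: normalized, Hill fit.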
BLM inh – Bloom syndrome helicase (human) inhibition | P54132 | recombinant BLM DNA unwinding, fluorescence dequenching | Potency, µM (doses to about 56.1 µM), without a hit: top-dose activity change, negative = inhibition, most hits filed as inhibitors | 350,000 compounds, 0.2% hits | AID 2528;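 also: potency is read from the fitted curve at half-maximal effect; plate controls were vehicle for no effect and no enzyme for full effect; nearly all actives have a fitted effect of over 35% in size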
Apoferritin bind – candidate novel general anesthetic via apoferritin binding. P02791. apoferritin/1-aminoanthracene competitive binding, fluorescence. Potency, µM (titrated, usually from 77.5 µM), without a hit: at the top dose activity change, negative = displacement, most hits filed as inhibitors. 350,000 compounds, 0.074% hits. AID 485281; also: potency is read from the fitted curve at half-maximal effect; % is scaled to controls: 0 for no effect and ±100 for the full control effect; nearly all actives have a fitted effect of over 20% in size
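Concentration-response curves derived by four-parameter Hill fitting of normalized fluorescence, where compounds displaced 1-AMA from 10 uM horse apoferritin following a brief 10 min room-temperature incubation; propofol titration acted as positive control.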
* hit, by the source's call; i = inactive; ? = inconclusive; nt = no result given; & = joins results of further samples; [ ] = dose if it differs, or a comment. Unless noted, calls follow the shape of the dose curve; as a rule, active = well fitted curve in the direction sought with a large enough effect; inconclusive = small, poorly fitted or top-dose-only effect, or another doubt; inactive = no such curve, though single readings can be large; an effect the other way counts as inactive or inconclusive. Not all compounds are listed; the hit share may differ from the screen's.

SMILES	ERG-DNA inh	POLK inh	APE1 inh	TRHR ag	12-LOX inh	POLI inh	POLB inh	BLM inh	Apoferritin bind
COc1cc(C(=O)NCc2ccc3c(c2)OCO3)ccc1OCc1c(C)noc1C	2%	-3%	-2%	-0.8	0%	-1%	15%	1%	-4%
CCCCOC(=O)Nc1ccc(C(=O)OC)cc1	-1%	0%	0%	-0.5	-17%	-8%	-4%	1%	-23%
O=C(O)c1cccc(CSc2nnc(-c3ccc(Cl)cc3)o2)c1	-3%	-4%	46%	-2.0	0%	-26%	-1%	-4%	-7%
CCN1C/C(=N\S(=O)(=O)/N=C2\CN(CC)C(=O)N2CC)N(CC)C1=O	4%	2%	4%	-0.5	0%	21%	-20%	-2%	-7%
Cc1ccccc1NC(=O)Cc1nc(CCl)cs1	38%	-4%	7%	0.2	-18%	4%	3%	1%	-6%
O=C(NCCCNC(=O)c1ccccn1)c1ccc(F)cc1	5%	5%	-7%	0.2	-6%	12%	45%	-2%	-9%
COc1cc(/C=N/n2c(C)nc3ccccc3c2=O)cc(OC)c1O	0%	10%	29%	-0.7	0%	20%	5%	-5%	-12%
C=C1C2CC[C@@]3(C)C(c4ccoc4)OC(=O)C[C@@]13OC1CC(=O)C(C)(C)C(CC(=O)OC)[C@]12C (some centres not stated)	nt	0%[60.1 µM]	-2%	nt	nt	nt	nt	-7%	-1%
COc1ccc(CNS(=O)(=O)c2cnc(N)nc2)cc1	-6%	-1%[60.1 µM]	nt	0.3	-22%	7%	-1%	0%	2%
Cc1ccccc1CN(c1ccc(C(=O)NCCC2=CCCCC2)cc1)S(C)(=O)=O	2%	-24%	-8%	0.5	-8%	25%	0%	-1%	30%
O=C(NCCO)c1cccc2c1C(=O)c1ccccc1-2	7%	0%	-6%	-0.9	-22%	18%	8%	1%	1%
CCOc1ccccc1NC(=O)N1CCc2c(sc3c2CCCC3)C1c1ccccc1 (configuration not stated)	1%	-3%[60.1 µM]	nt	0.4	-12%	21%	2%	-3%	32%[activator]
CCOc1ccc(C2C(=O)N(C3CCCCCC3)CC(=O)N2Cc2ccccc2)cc1OC (configuration not stated)	1%	4%[60.1 µM]	nt	-1.2	-18%	17%	-1%	-1%	-3%
Cc1ccc(-c2ccc(=O)n(CC(=O)NCCN(C)C)n2)cc1	nt	-13%[60.1 µM]	10%	0.0	9%	35%[activator]	6%	3%	?
COc1c2ccoc2nc2c(OC)c(OC[C@@H](O)C(C)(C)O)ccc12	-9%	-11%	0%	-0.2	-10%	10%	nt	nt	nt
Cc1ccc(OCC(=O)N/N=C/c2ccncc2)cc1C	-2%	-10%	?	0.5	?	157%[activator]	1%	-5%	-5%
COc1cccc(NC(=O)CN(C)C(C)C(=O)Nc2cc([N+](=O)[O-])ccc2Cl)c1 (configuration not stated)	-2%	-9%	-3%	-0.4	-5%	179%[activator]	-15%	-4%	-18%
CC(NC(=S)NCCN1CCOCC1)C12CC3CC(CC(C3)C1)C2 (configuration not stated)	-6%	-11%	9%	1.2	-13%	83%[activator]	2%	-4%	-15%
O=C(COC(=O)c1ccccn1)Nc1ccc(S(=O)(=O)N2CCOCC2)cc1	-6%	0%	-5%	0.0	?	14%	0%	-2%	7%
COC(=O)CCC(C)C1CCC2C3CCC4CC(O)CCC4(C)C3CC(O)C12C (configuration not stated)	19%	-3%	nt	nt	-12%	4%	nt	nt	nt

The last four records of the section above come first, to join the parts:
SMILES	ERG-DNA inh	POLK inh	APE1 inh	TRHR ag	12-LOX inh	POLI inh	POLB inh	BLM inh	Apoferritin bind
COc1cccc(NC(=O)CN(C)C(C)C(=O)Nc2cc([N+](=O)[O-])ccc2Cl)c1 (configuration not stated)	-2%	-9%	-3%	-0.4	-5%	179%[activator]	-15%	-4%	-18%
CC(NC(=S)NCCN1CCOCC1)C12CC3CC(CC(C3)C1)C2 (configuration not stated)	-6%	-11%	9%	1.2	-13%	83%[activator]	2%	-4%	-15%
O=C(COC(=O)c1ccccn1)Nc1ccc(S(=O)(=O)N2CCOCC2)cc1	-6%	0%	-5%	0.0	?	14%	0%	-2%	7%
COC(=O)CCC(C)C1CCC2C3CCC4CC(O)CCC4(C)C3CC(O)C12C (configuration not stated)	19%	-3%	nt	nt	-12%	4%	nt	nt	nt
CCN1C2=NCCCN2c2ccccc21	-10%	-9%	-5%	-0.1	0%	5%	30%[activator]	1%	-6%
C=CC(COCc1ccccc1)N(Cc1ccc(OC)cc1)S(=O)(=O)c1ccccc1Br (configuration not stated)	-3%	-5%&-17%	-6%&-7%	1.3	i	12%&5%	?	-10%&-6%	38%&3%[activator]
CC(=O)Nc1ccc(Nc2cc(C)nc3ccccc23)cc1	-4%	-1%	nt	nt	388%[activator]	55%[activator]	nt	nt	nt
CCOc1ccc(/C=C(\C)C(=O)c2c(C)cc(C)[nH]c2=O)cc1	-8%	1%	13%	-0.6	10%	20%	-11%	-1%	-15%
CCn1c2ccccc2c2nnc(SCC(=O)Nc3ccc4c(c3)OCO4)nc21	7%	-5%	9%	0.8	-15%	?	17%	-6%	-17%
O=S(CCc1ccncc1)Cc1ccccc1 (configuration not stated)	-1%	-4%	0%	0.4	-21%	-2%	0%	1%	-4%
COc1ccc(/C=N/NC(=O)Cn2nnc3ccccc32)cc1OC	0%	-20%	6%	0.1	-13%	7%	4%	3%	-18%
O=C(CNS(=O)(=O)c1cccs1)N1CCc2ccccc2C1	3%	-6%	-5%	0.1	?	?	8%	-3%	-13%
COc1ccc(OCC(O)CN2CCN(CC(O)COc3ccc(OC)cc3)CC2)cc1 (configuration not stated)	1%	6%	4%	0.8	0%	8%	2%	2%	-4%
COc1ccc(C2SCC(=O)N2CC23CC4CC(CC(C4)C2)C3)cc1 (configuration not stated)	9%	-6%	0%	-0.2	2%	10%	13%	-11%	62%[activator]
COc1ccc(/C=N/NC(=O)CN2CCSCC2)c(OC)c1	-3%	-14%	4%	0.8	?	13%	38%	1%	-1%
Cc1cc(C)c2nc(NC3=NCN(CCN4CCOCC4)CN3)nc(C)c2c1	nt	nt	0%	0.2	nt	nt	-2%	-5%	-11%
CCN(c1ccccc1)c1nnc(NC(=O)Nc2ccc(Br)cc2)s1	5%	-5%	nt	-0.4	-7%	54%[activator]	5%	-3%	1%
COc1ccc(N2CC(NC(=O)NCCC(C)C)CC2=O)cc1 (configuration not stated)	9%	-15%	1%	0.2	-10%	6%	2%	2%	5%
C=C(C)c1cccc(C(C)(C)NC(=O)N2CCN(CC(N)=O)CC2)c1	1%	-21%	5%	0.3	57%[activator]	12%	1%	-6%	6%
Cc1ccccc1NC(=O)Cn1nnc2sc3c(c2c1=O)CC(C)(C)OC3	5%	-3%	6%	0.4	100%[activator]	52%[activator]	-10%	-4%	-7%
COc1ccc(N(C(=O)Cn2nnc(-c3ccc(F)cc3)n2)C(C)C(=O)NC2CCCC2)cc1 (configuration not stated)	-4%	-2%	-15%	-0.8	?	17%	6%	-6%	-15%
CN(C)S(=O)(=O)c1cccc(C(=O)Nc2cc(S(=O)(=O)N3CCOCC3)ccc2O)c1	8%	7%	0%	0.0	10%	57%[activator]	nt	nt	nt
Cc1ccc(-c2nnn(Cc3nc4ccccc4s3)n2)cc1	-10%	-14%	-5%	1.0	-29%	-9%	-13%	-9%	-5%
O=C(Nc1ccccc1Cl)c1cc(=O)c2ccccc2o1	2%	-10%	-7%	-0.8	-4%&16%	148%[activator]	5%	1%	-9%
CCOC(=O)C(=O)Nc1cc(Cl)ccc1C	nt	-5%	3%	-0.2	-1%	-11%	0%	2%	-9%
CCOC(=O)Nc1ccc(C(=O)c2ccncc2)cc1	11%	14%	0%	0.2	14%	-23%	0%	-2%	-7%
O=C(CSc1ncn[nH]1)c1ccco1	7%	-2%	0%	0.2	48%[activator]	?	2%	-9%	-8%
CN(CC(=O)N1CCC(C(N)=O)CC1)S(=O)(=O)c1ccc2ccccc2c1	-4%	-8%	8%	0.0	?	10%	-27%	-2%	-15%
CC(=O)CC(=O)Nc1ccc(Cl)cn1	-7%	-3%	-7%	-0.5	-3%	31%[activator]	2%	-8%	-3%
COC(=O)Cn1c(C)nc2c(sc3nc(C)cc(C)c32)c1=O	-7%	-9%	5%	0.7	nt	14%	8%	-9%	-4%
CCn1ccnc1CNCc1ccc(OCC(O)CN(C)Cc2ccccc2)cc1 (configuration not stated)	-1%	0%	17%	1.1	17%	10%	25%	7%	-6%
Cc1onc(-c2ccccc2Cl)c1C(=O)NCc1ccc(N2CCCC2=O)cc1	12%	-3%	-1%	-0.3	1%	0%	-9%	-1%	-3%
CCc1ccc2oc(-c3cc(NC(=O)c4cc(OC)c(OC)c(OC)c4)ccc3O)nc2c1	-1%	0%	nt	-0.3	-8%	11%	-4%	-3%	13%
CC(=O)c1ccc(NC(=O)CSc2nc(-c3ccc(C)cc3)nc3c2c(=O)n(C)c(=O)n3C)cc1	-1%	0%[60.1 µM]	nt	0.5	-24%	14%	4%	-1%	-10%
COc1ccc2cc3c(N)nn(C(=O)Cc4ccccc4OC)c3nc2c1	-4%	-9%	-6%	-0.3	-29%	-24%	?	-5%	-10%
COC(=O)c1sccc1NC(=O)c1cc(-c2ccc(C)cc2)nc2ccccc12	5%	-2%	-1%	0.1	?	2%	22%	0%	-11%
COc1ccccc1N1CCN(C2CCCCC2NS(=O)(=O)c2ccc(Cl)cc2)CC1 (configuration not stated)	-5%	-8%	-4%	46*	nt	-13%	10%	-8%	9%

Source: PubChem BioAssay (National Center for Advancing Translational Sciences (NCATS))
